Pol eta inh = blocks human DNA polymerase eta activity. Q9Y253. recombinant Pol eta, fluorescent DNA replication assay. Potency, µM (doses to about 114 µM), inactives show at the highest dose activity change, negative = inhibition, most hits filed as inhibitors. 390,000 compounds, 1.2% hits. AID 588591; further: on the % scale 0 is the no-effect control and ±100 the full control effect
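Pol eta (10 nM) was preincubated with compounds for 15 min at room temperature, after which fluorescent replication substrate (50 nM final) was added to start the reaction. Fluorescence was read kinetically at 0 and 10 min.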
BLM helicase inh = blocks DNA unwinding by human BLM helicase | P54132 | recombinant BLM DNA unwinding, fluorescence dequenching | Potency, µM (doses to about 56.1 µM), for inactives: at the highest dose activity change, negative = inhibition, hits mostly inhibitors | 350,000 compounds, 0.2% hits | AID 2528;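 further: plate controls were vehicle for no effect and no enzyme for full effect; nearly all actives have a fitted effect of over 35% in size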
Pol beta inh = inhibitors of human DNA polymerase beta; Pol beta primer extension/strand displacement, fluorescence kinetic; P06746; AID 485314; Potency, µM (titrated, usually from 114 µM), without a hit: top-dose activity change, negative = inhibition, most hits filed as inhibitors; 340,000 compounds, 1.3% hits; further: on the % scale 0 is the no-effect control and ±100 the full control effect
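Preincubation: enzyme (10 nM) with compound, 15 min, RT. Reaction: substrate added to 50 nM final. Reads: 0 and 10 min. Analysis: normalized, Hill fit.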
G9a block = G9a (human) methyltransferase inhibition; G9a H3K9 monomethylation, AlphaScreen, 2 h; Potency, µM (doses to about 102 µM), inactives show top-dose activity, negative = inhibition, most hits filed as inhibitors; 350,000 compounds, 8.8% hits; AID 504332; further: on the % scale 0 is the no-effect control and ±100 the full control effect; nearly all actives have a fitted effect of over 75% in size
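Readings reflect AlphaScreen signal from monomethyl-H3K9 antibody detection. HMT at 20 nM; substrate b-H3K9 500 nM; cofactor SAM 20 uM; 2 h RT reaction; compounds tested as titrations in qHTS with 15 min preincubation.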
POLK inh = blocks human DNA polymerase kappa activity; Q9UBT6; purified Pol kappa, fluorescent DNA synthesis assay, 10 min; Potency, µM (doses to about 107 µM), for inactives: at the highest dose activity, negative = inhibition, most hits filed as inhibitors; 400,000 compounds, 0.53% hits; further: on the % scale 0 is the no-effect control and ±100 the full control effect
Target sequence (Q9UBT6 whole entry, looked up): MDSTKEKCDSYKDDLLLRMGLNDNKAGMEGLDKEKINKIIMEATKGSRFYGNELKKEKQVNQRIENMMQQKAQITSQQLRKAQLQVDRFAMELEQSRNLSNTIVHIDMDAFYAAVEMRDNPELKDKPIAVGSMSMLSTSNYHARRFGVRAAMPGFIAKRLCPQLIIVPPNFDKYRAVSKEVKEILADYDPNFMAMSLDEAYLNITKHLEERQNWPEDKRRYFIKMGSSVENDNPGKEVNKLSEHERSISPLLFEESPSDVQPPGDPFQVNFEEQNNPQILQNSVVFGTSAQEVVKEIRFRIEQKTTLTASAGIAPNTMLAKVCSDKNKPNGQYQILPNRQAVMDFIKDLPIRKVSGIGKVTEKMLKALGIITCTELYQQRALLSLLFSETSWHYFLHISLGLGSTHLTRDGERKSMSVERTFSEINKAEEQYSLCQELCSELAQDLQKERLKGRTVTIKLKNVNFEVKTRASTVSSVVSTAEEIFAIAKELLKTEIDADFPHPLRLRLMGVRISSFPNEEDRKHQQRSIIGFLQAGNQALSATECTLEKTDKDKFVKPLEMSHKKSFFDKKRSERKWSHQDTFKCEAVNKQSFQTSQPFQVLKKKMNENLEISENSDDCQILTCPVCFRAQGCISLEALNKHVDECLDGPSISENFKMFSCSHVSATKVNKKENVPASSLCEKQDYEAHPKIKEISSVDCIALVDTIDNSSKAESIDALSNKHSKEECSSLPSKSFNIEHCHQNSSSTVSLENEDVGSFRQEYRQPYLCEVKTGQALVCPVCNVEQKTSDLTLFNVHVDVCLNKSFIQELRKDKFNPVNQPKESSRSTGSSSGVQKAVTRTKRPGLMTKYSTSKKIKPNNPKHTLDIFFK
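Inhibition of 10 nM Pol kappa is measured by a fluorescent read-out at 0 and 10 min following addition of 50 nM substrate (final), with a 15-min room-temperature compound preincubation.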
Apoferritin bind = binds horse apoferritin like a general anesthetic | apoferritin/1-aminoanthracene competitive binding, fluorescence | 350,000 compounds, 0.074% hits | Potency, µM (highest dose often 77.5 µM), for the others: at the top dose activity change, negative = displacement, hits mostly inhibitors; further: on the % scale 0 is the no-effect control and ±100 the full control effect; nearly all actives have a fitted effect of over 20% in size
Target sequence (P02791 2-175 limits assumed): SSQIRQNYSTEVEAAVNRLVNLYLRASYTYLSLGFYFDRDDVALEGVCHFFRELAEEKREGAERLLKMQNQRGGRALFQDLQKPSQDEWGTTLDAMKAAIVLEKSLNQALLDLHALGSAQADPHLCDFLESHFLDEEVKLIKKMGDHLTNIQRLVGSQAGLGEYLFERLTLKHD
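Horse-spleen apoferritin (10 uM) in 50% saturated 1-aminoanthracene in PBS was incubated 10 min at room temperature with compound. Fluorescence (ex 380, em 535 nm) was normalized to free and bound 1-AMA, with concentration-response fitted by a four-parameter Hill equation.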
Pol iota inh = inhibitors of human DNA polymerase iota; Q9UNA4; Pol iota fluorescent replication assay, 10 min; Potency, µM (doses to about 115 µM), without a hit: at the top dose activity, negative = inhibition, usual class: inhibitors; 390,000 compounds, 1% hits; AID 588590
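Fluorescent replication assay read twice, at 0 min and 10 min after adding 50 nM (final) substrate. Enzyme (10 nM) and compounds were first incubated 15 min at room temperature; enzyme-free buffer wells were negative controls.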
APEX1 inh = APE1 (human) endonuclease inhibition; 350,000 compounds, 0.35% hits; Potency, µM (doses to about 65.8 µM), inactives show at the highest dose activity change, negative = inhibition, most hits filed as inhibitors; recombinant APE1, TAMRA/BHQ-2 abasic DNA cleavage fluorescence; P27695;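 further: plate controls were vehicle for no effect and reference inhibitor for full effect; nearly all actives have a fitted effect of over 55% in size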
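Compound pre-exposure to 0.75 nM APE1, 15 min at ambient temperature. Reaction initiated with 50 nM TAMRA/BHQ-2 THF substrate, read immediately in kinetic mode, 525 nm excitation, 598 nm emission.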
BAZ2B inh = blocks human BAZ2B. Q9UIF8. AlphaScreen BAZ2B-H3K14Ac peptide displacement. Potency, µM (series often up to 114 µM), for the others: top-dose activity change, negative = inhibition, hits mostly inhibitors. 360,000 compounds, 4.4% hits. AID 504333; further: on the % scale 0 is the no-effect control and ±100 the full control effect; nearly all actives have a fitted effect of over 60% in size
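BAZ2B 50 nM plus b-H3(5-23)K14Ac 50 nM, PBS pH 7.4/0.01% Tween-20, 30 min RT; compound added (max 110 uM), 30 min RT; streptavidin donor/Ni-chelate acceptor beads 10 ug/mL final, 20 min dark; AlphaScreen read.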
* hit, by the source's call; u = inconclusive; x = not tested or not shown; [ ] = dose if it differs, or a comment. The call rests on the fitted dose curve; in most records, active means well fitted curve in the direction sought with a large enough effect; inconclusive means small, poorly fitted or top-dose-only effect, or another doubt; inactive means no such curve, though single readings can be large; an effect the other way counts as inactive or inconclusive. Potency means the concentration at half of the fitted maximal effect. The list is partial, so the mix of outcomes need not match the whole.

compound	Pol eta inh	BLM helicase inh	Pol beta inh	G9a block	POLK inh	Apoferritin bind	Pol iota inh	APEX1 inh	BAZ2B inh
COCc1ccc([C@@H]2C[C@H]3CN(Cc4cccc(Cl)c4)C(=O)[C@]34CCCN24)o1	-21%	0%	u	17%[12.7 µM]	-4%	-11%	-3%	0%	-13%
COC(=O)CSc1snnc1-c1ccc(Cl)c(Cl)c1	-9%	-8%	11%	40%[59 µM]	-19%	u	3%	-6%	91%[activator]
CCn1c(SCC(=O)Nc2ccc(C(C)=O)cc2)nnc1C1CC1	0%	-1%	47%	27%	10%	6%	-12%	-11%	0%
CCOC(=O)CSc1nc(N)c(C#N)c(-c2ccc(OCC)cc2)c1C#N	-3%	-4%	17%	45µM*	-4%	11%	14%	-4%	-4%
COC(=O)c1cc(C)sc1NC(=O)C1CC(=O)NN1Cc1ccccc1 (stereo unspecified)	-9%	0%	19%	4%	2%	-1%	20%	4%	-23%
Cc1nn(Cc2ccccc2)c(C)c1NC(=O)CSc1nnc(-c2cc(Cl)ccc2O)n1C	-14%	-7%	u	36%[12.7 µM]	-3%	-17%	32%	1%	-5%
CCC/C(O)=C1\C(=O)CC(C)(C)CC1=NCc1ccccc1	-26%	-6%	2%	14%	7%	2%	32%[activator]	1%	1%
CC12CCC(=O)N1C(C(=O)OCC(=O)Nc1sccc1C#N)CS2 (stereo unspecified)	u	-6%	u	-6%	-37%	u	u	-7%	u
COc1ccc(NC(=O)CSc2nc3ccccc3nc2N2CCC(C)CC2)cc1	x	-9%	-9%	55%[activator][59 µM]	-3%	67%[activator]	1%	x	14%
S=C(Nc1ccc(N2CCOCC2)cc1)Nc1ccc2nc(-c3ccco3)c(-c3ccco3)nc2c1	u	-10%	2%	32µM*	u	152%[activator]	2µM*	u	u
Cc1ccc(CNC(=O)c2c(C)oc3nc(C)nc(N4CCOCC4)c23)cc1	-9%	1%	17%	3%[59 µM]	5%	-5%	1%	x	7%[57.1 µM]
COc1ccc(Cc2nnc(NC(=O)c3cc(OC)c(OC)c(OC)c3)s2)cc1	-3%	-3%	-9%	4%	-9%	-24%	-8%	34%	-33%
Cn1nc(-c2ccc(Cl)cc2)cc1NC(=O)CSCC(=O)O	-7%	-1%	35%[activator]	x	-6%	11%	-2%[58.9 µM]	-3%	-4%
Cc1ccc(C(=O)OCC(=O)NC(C)C2CC3CCC2C3)cc1N (stereo unspecified)	-20%	x	x	x	-16%	x	18%	-4%	x
CCN(CC)S(=O)(=O)c1ccc(C(=O)NCC(c2ccc(OC)cc2)N2CCOCC2)cc1 (stereo unspecified)	-12%	-6%	5%	24%	-11%	-6%	-8%	1%	1%
CC(OC(=O)c1cc(=O)[nH]c2ccccc12)C(=O)Nc1ccccc1F (stereo unspecified)	-4%	x	x	32µM*	-5%	x	14%	-7%	8%
COc1ccc(NC(=O)COc2ccc(S(=O)(=O)NC3CCCCC3)cc2)cc1OC	-21%	-2%	13%	1%[59 µM]	-7%	-6%	13%	x	-13%
CCCCn1c(=N)n(CC(=O)O)c2ccccc21	4%	-8%	11%	x	1%	-2%	57%[activator]	-10%	u
CCOC(=O)Nc1ccc2c(CN3CCN(S(=O)(=O)c4ccccc4F)CC3)cc(=O)oc2c1	-9%	x	x	-49%	-10%	x	u	8%	8%
C=CCn1c(=N)n(CC(=O)c2ccc(Cl)cc2)c2ccccc21	-14%	-3%	3%	-4%	3%	-3%	3%	-4%	2%

Structures listed above shown as hits in Pol iota inh.
Molecule,Pol eta inh,BLM helicase inh,G9a block,POLK inh,Pol iota inh,APEX1 inh,BAZ2B inh
S=C(Nc1ccc(N2CCOCC2)cc1)Nc1ccc2nc(-c3ccco3)c(-c3ccco3)nc2c1,u,-10%,32µM*,u,2µM*,u,u

Quoted at random: two records from the list.
compound	Pol eta inh	BLM helicase inh	Pol beta inh	G9a block	POLK inh	Apoferritin bind	Pol iota inh	APEX1 inh	BAZ2B inh
COc1ccc(NC(=O)COc2ccc(S(=O)(=O)NC3CCCCC3)cc2)cc1OC	-21%	-2%	13%	1%[59 µM]	-7%	-6%	13%	x	-13%
COC(=O)c1cc(C)sc1NC(=O)C1CC(=O)NN1Cc1ccccc1 (stereo unspecified)	-9%	0%	19%	4%	2%	-1%	20%	4%	-23%

(further entries)
compound	Pol eta inh	BLM helicase inh	Pol beta inh	G9a block	POLK inh	Apoferritin bind	Pol iota inh	APEX1 inh	BAZ2B inh
Cc1ccccc1C(=O)Nc1nc(-c2nnn(-c3ccc(C(C)C)cc3)c2C)ns1	-6%	-5%	0%	-6%[59 µM]	5%	-9%	11%	x	-2%
COc1ccc(NC(=O)CNCc2ccc(Cl)cc2)cc1S(=O)(=O)N1CCOCC1	-27%	x	x	x	-3%	x	14%	26%	x
CCCCCn1ccc(=N)cc1	2%	11%	14%	u	-8%	-16%	15%	-5%	-6%
CCC(C(=O)NCCc1ccco1)n1nc(C)c2c(C)n(-c3ccccc3)nc2c1=O (stereo unspecified)	-18%	-2%	3%	-13%	-3%	-9%	53%[activator]	9%	-15%
CCOCC(=O)Nc1ccc(S(=O)(=O)Nc2ncccn2)cc1	-19%	0%	-21%	-24%[59 µM]	-19%	2%	8%	-4%	-3%
Cc1c(C(=O)Nc2ccc3c(c2)OCO3)sc2nc(-c3ccccc3)cn12	3%	1%	0%	2%[12.7 µM]	7%	0%	8%	-1%	-3%
Cc1ccc(CNC(=O)CN2C(=O)C3(SCC(=O)N3c3cc(C)cc(C)c3)c3ccccc32)cc1 (stereo unspecified)	-12%	-7%	-3%	-37%[59 µM]	-8%	-16%	-15%	x	0%[57.1 µM]
COCCN1C(=O)CS/C1=C(/C#N)C(=O)NCc1ccco1	-5%	-3%	-11%	-49%	u	-15%	u	-9%	u
CC1=C([N+](=O)[O-])C(c2ccccc2Cl)NC(=O)N1 (stereo unspecified)	-9%	-7%	-17%	-2%	-2%	-9%	25%	34%	-25%
O=C(COc1ccc([N+](=O)[O-])cc1)NNC(=O)Nc1cccc(F)c1	-11%	-2%	11%	49%	-7%	-11%	11%	48%[activator]	-15%
O=C(O)c1ccccc1NS(=O)(=O)c1cccc(NS(=O)(=O)c2cc(Br)ccc2Br)c1	u	x	x	x	-8%	x	7%	3%	x
COc1cc(/C=C(\NC(C)=O)C(=O)O)cc(OC)c1OC	11%	-5%	3%	x	-7%	4%	11%	-1%	-6%
CCCCn1nnnc1NCc1ccc(N(CC)CC)cc1	-1%	-1%	3%	u	0%	-15%	35%[activator]	0%	-31%
Cc1ccc2c(c1)-c1c(cnc3cc(-c4ccc(Cl)cc4)nn13)CO2	-8%	-3%	1%	0%[59 µM]	0%	-13%	u	x	1%
O=C(NCCc1ccccc1)C1CCCN(C(=O)Nc2ccc(F)cc2)C1 (stereo unspecified)	-9%	1%	12%	13%	-6%	4%	-9%	7%	7%
CCOc1ccccc1/C=N/NC(=O)c1cc(C(C)C)[nH]n1	-10%	-2%	20%	-1%	-2%	-18%	32%[activator]	-7%	4%
CCOC(=O)N1CCN(C(=O)c2ccc(CNS(=O)(=O)c3ccc(OC)cc3)cc2)CC1	-14%	-1%	21%	-4%	4%	-9%	21%	-1%	4%
O=C(CC1CCCCC1)NCCCN1CCOCC1	-2%	3%	-2%	26%	-5%	-4%	19%	0%	18%
COc1ccc2c(c1OC)C(=O)N1c3cccc(Cl)c3C(=O)OC21 (stereo unspecified)	9%	0%	13%	-2%[59 µM]	-8%	-15%	11%	-8%	-5%
CCCCNS(=O)(=O)c1ccc2nc(-c3cccnc3)cc(C(=O)NCCCOC(C)C)c2c1	-9%	-6%	3%	-6%[59 µM]	-13%[60.1 µM]	-13%	18%	x	3%
N#Cc1nc(-c2cccc3ccccc23)oc1NCCN1CCOCC1	-16%	-1%	-11%	-16%[59 µM]	-11%	53%[activator]	-7%	0%	-38%
CCOc1ccc(C(=O)NCC(=O)N2CCC3(CC2)NCCc2[nH]cnc23)cc1	-20%	1%	2%	20%	-6%	0%	62%[activator]	15%	-15%
N/C(=N\O)c1ccccc1N1CCCCC1	-20%	-3%	5%	27%	0%	-12%	7%	1%	1%
Cc1ccc(N2C(=O)CS(=O)(=O)C23C(=O)N(C)c2ccccc23)cc1F (stereo unspecified)	-18%	2%	21%	13µM*	-4%	-12%	13%	x	6%[57.1 µM]
CC1(C)CC(NC(=O)C(Cl)(Cl)Cl)CC(C)(C)N1	-15%	0%	87%	6%[59 µM]	-2%	-12%	6%	2%	4%
O=C(NCc1ccc(Cl)cc1)c1noc2c1CCCC2	-11%	-5%	-19%	-17%[12.7 µM]	-12%	2%	16%	4%	10%
CCOc1ncccc1C(=O)OCc1ccccc1	-10%	-9%	36%	u	2%	-4%	11%	5%	101%[activator]
COc1ccc(N2CCN(CC(=O)Nc3ncc(C)s3)CC2)cc1	-25%	0%	10%	14%[2.33 µM]	-5%	4%	-11%	15%	-12%
O=C1CN(C(=O)N[C@@H](Cc2ccccc2)C(=O)N[C@@H](C(=O)O)c2ccccc2)c2ccccc2N1	-7%	-2%	23%	-9%[59 µM]	-9%	-3%	10%	13%	-5%
CC(C)Cc1cc(C(=O)N2CCCC(CO)(Cc3ccc(F)cc3)C2)no1 (stereo unspecified)	-9%	-10%	6%	x	-4%	u	13%	-23%	-18%
O=C(NCc1ccc2c(c1)CCO2)Nc1ccccc1	-17%	-2%	53%[activator]	x	-1%	-9%	71%[activator]	10%	4%
CCN1CCN(c2cc(C)c3cc(NC(=S)N4CCCC4)ccc3n2)CC1	-5%	4%	34%	u	-21%	-12%	47%[activator]	1%	-3%
CCOc1ccc(NC(=O)COc2nsnc2N2CCCCC2)cc1	-11%	-6%	1%	u	-6%	-13%	9%	3%	-4%
NC(=S)NNC(=O)COc1ccccc1O	0%	0%	81%	u	6%	-9%	11%	1%	-5%
Cc1cccc(OC(=O)c2ccncc2)c1C	7%	-1%	41%[activator]	0%	-2%	-18%	9%	0%	1%
